PfG6PD inh: PfG6PD (Plasmodium falciparum) enzyme inhibition. inhibition, % at 20 µM. AID 504690. PfGluPho enzyme, NADPH resazurin-diaphorase fluorescence. 350,000 tested, 0.78% active;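 active = inhibition reaching at least a set limit at 20 µM in the primary screen, cut at about 59% in these data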;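 note: 0% = DMSO wells with substrate and 100% = DMSO wells lacking glucose-6-phosphate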
SENP8 inh: inhibitors of human SENP8 protease. 360,000 tested, 0.64% active. recombinant SENP8, Nedd8 substrate fluorescence. inhibition, % at 20 µM. AID 602440; in the data active = inhibition mostly above about 40%, no sharp cut-off; inactive = mostly below about 27%
Target sequence (Q96LD8 whole entry, looked up): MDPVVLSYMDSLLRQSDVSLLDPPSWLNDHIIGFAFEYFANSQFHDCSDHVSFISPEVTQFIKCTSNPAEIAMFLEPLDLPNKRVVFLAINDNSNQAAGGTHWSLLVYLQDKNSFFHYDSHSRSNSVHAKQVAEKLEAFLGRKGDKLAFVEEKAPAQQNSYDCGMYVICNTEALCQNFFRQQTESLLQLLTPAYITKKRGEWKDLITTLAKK
SENP1 FRET inh: inhibitors of human SENP1 SUMO protease catalytic domain; Q9P0U3; recombinant SENP1 catalytic domain, CyPet-SUMO1-YPet FRET cleavage; inhibition, % at 10 µM; 360,000 tested, 0.21% active; AID 624204;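 active = inhibition at least 30% at 10 µM, raw YFP signal under a set limit, fluorescence ratio 0.5 to 1.5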;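 note: 0% = enzyme with DMSO and 100% = no enzyme wells; some results filed as inactive read as strong as hits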
Target sequence (Q9P0U3 419-644 limits assumed): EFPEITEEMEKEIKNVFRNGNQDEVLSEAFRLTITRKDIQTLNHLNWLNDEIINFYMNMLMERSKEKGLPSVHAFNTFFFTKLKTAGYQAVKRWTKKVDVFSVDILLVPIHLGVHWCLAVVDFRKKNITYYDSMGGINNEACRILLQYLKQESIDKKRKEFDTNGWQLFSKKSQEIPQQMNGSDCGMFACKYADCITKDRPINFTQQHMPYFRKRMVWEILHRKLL
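Material – human SENP1 catalytic domain · Input – SENP1 enzyme, 20 pM final · Compound dosing – single concentration of 10 µM compound, 0.5% DMSO final · Timing – enzyme reaction for 50 min at room temperature, dark · Measured by – FRET fluorescence in CFP and YFP emission channels · Control set – no-enzyme wells low, DMSO-plus-enzyme wells high control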
GRIN3A LBD mod: modulators (binders) of human NR3A ligand-binding domain | NR3A LBD differential scanning fluorimetry, Tm shift; 0% = protein alone, 100% = glycine-bound protein | Tm shift relative to glycine control, % at 25 µM | 340,000 tested, 2.5% active | AID 1259313;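 active = melting temperature shift of at least 10% of the positive control shift, at one fixed dose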
ATG4B inh: blocks human ATG4B protease cleavage of LC3 substrate | 340,000 tested, 0.51% active | ATG4B cleavage of LC3-PLA2, NBD-HPC fluorescence, 1 h | inhibition, % at 8.33 µM | AID 504462; in the data active = inhibition above about 40%
Target sequence (Q9Y4P1 whole entry, looked up): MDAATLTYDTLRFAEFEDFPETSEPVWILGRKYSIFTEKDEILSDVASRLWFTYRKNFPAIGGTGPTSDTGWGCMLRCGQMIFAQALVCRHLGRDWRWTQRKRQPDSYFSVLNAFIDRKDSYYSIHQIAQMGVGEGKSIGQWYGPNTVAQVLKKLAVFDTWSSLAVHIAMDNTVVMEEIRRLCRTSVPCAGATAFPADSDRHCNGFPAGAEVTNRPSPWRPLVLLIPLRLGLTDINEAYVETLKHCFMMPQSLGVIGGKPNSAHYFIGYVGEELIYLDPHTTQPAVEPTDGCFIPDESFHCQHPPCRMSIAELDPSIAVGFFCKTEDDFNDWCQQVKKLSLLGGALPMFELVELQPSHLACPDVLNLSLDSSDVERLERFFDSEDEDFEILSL
hIAP act: increases human intestinal alkaline phosphatase activity; P09923; purified human IAP, CDP-Star luminescence, 30 min; hits give high values; 1 = vehicle-only enzyme, 0 = enzyme-free background; activation factor at 10 µM; 330,000 tested, 0.16% active; AID 2524;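 active = activation factor of the enzyme at least 2-fold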; note: the source names both 10 and 20 µM as test concentration; values of inactives mirror those of a sister screen read the other way
SENP6 block: inhibitors of human SENP6 protease. Q9GZR1. Recombinant SENP6 catalytic domain, aminoluciferin luminescence. inhibition, % at 10 µM. 330,000 tested, 1.8% active. AID 2599;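 active = inhibition above about 50% at the single tested dose, limit read from the data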;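 note: plate controls were DMSO wells with enzyme for no effect and DMSO wells lacking enzyme for full effect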
MPTP block: permeability transition pore inhibition | isolated mouse mitochondria, Ca2+ swelling absorbance, 30 min | inhibition, % at 10 µM | 360,000 tested, 1.4% active | AID 602449;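 active = inhibition of 50% or more, scaled per plate between neutral and stimulator controls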;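 note: 0% = DMSO wells given calcium and 100% = 1 mM EGTA wells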
An asterisk follows results filed as active; . = no result given. This is a random part of the collection; 6.7% or so of the library scored in one or more.

SMILES	PfG6PD inh	SENP8 inh	SENP1 FRET inh	GRIN3A LBD mod	ATG4B inh	hIAP act	SENP6 block	MPTP block
CCC(C)NC(=O)C(Cc1ccccc1)NS(=O)(=O)c1ccc2c(c1)oc(=O)n2C (configuration not stated)	-13	8	2	0	7	0.77	-1	2.6
CC(C)CC(NC(=O)C(CC(C)C)NC(=O)C(Cc1ccc(OCc2ccccc2)cc1)NC(=O)OC(C)(C)C)C(N)=O (configuration not stated)	-20	5	0	0	-10	1.1	-10	4.3
Cc1onc(-c2c(Cl)cccc2Cl)c1C(=O)N1CCCc2ccccc21	6	9	2	0	-2	0.76	-26	-0.5
Cc1ccc(C(=O)NNC(=O)c2cccc3ccccc23)cc1	-13	10	1	-2	-5	.	.	0.1
CCOc1cc(/C=C2\NC(=O)NC2=O)ccc1OC(C)C(=O)O (configuration not stated)	-7	-7	0	-2	9	0.7	-13	-0.5
Nc1cccc(NP(=O)(c2ccccc2)c2ccccc2)c1	1	10	-2	-1	-2	0.92	8	1.9
COCCN1C(=O)/C(=C/c2cc3c(cc2Br)OCO3)NC1=S	22	-39	-123	-13	1	0.92	-14	-0.6
CN(C(=O)c1ccc(OC2CCN(C(=O)c3cccnc3)CC2)cc1)C1CCCCC1	11	29	1	-1	-24	1	-3	1.3
O=C(CN1CC[n+]2c(-c3cccs3)csc21)c1ccc(-c2ccccc2)cc1	18	25	-2	-3	-1	1.2	2	46
COc1ccc(-c2cc(CC3(C(=O)O)CCN(C(=O)OC(C)(C)C)CC3)on2)c(OC)c1	-19	17	2	3	5	0.82	12	-0.4
COC(=O)CSc1nnc(-c2c[nH]c3ccccc23)o1	-2	6	2	2	2	0.92	-5	-0.2
Cc1c(C(=O)N2CCN(Cc3ccc4c(c3)OCO4)CC2)sc2ncnc(N3CCN(c4ccccc4F)CC3)c12	-20	10	1	2	9	0.99	-7	3.2
COc1ccc(Cn2nnnc2C(c2cc3cccc(C)c3[nH]c2=O)N2CCN(C)CC2)cc1 (configuration not stated)	-21	-111	-6	0	-1	1.2	4	0.3
O=C(Cn1cnc([N+](=O)[O-])n1)NCc1ccccc1	1	25	3	0	-8	1.2	3	-3.7
COc1cc(C(=O)ON=C2C(C)=CC(=O)C=C2C)cc(OC)c1OC	50	22	2	5	2	0.9	-2	2.7
CC(C)CC(C)c1cc(N)nc2nc3ccccc3n12 (configuration not stated)	-1	-393	-126	-4	2	0.94	8	3.0
COc1cc(OC)c(N(C)S(=O)(=O)c2cccc(C(=O)Nc3nccs3)c2)cc1Cl	8	-40	3	-6	-15	1	0	0.3
CCOC(=O)c1nc2nc(C)cc(=O)n2[nH]1	18	5	4	0	4	0.94	-16	1.6
Cc1nc2c([nH]c3ccc(Br)cc32)s1	36	16	3	15*	25	0.95	10	-2.7
CCC(C(=O)NCc1ccc(F)cc1)N(Cc1cccs1)C(=O)c1snc(C(N)=O)c1N (configuration not stated)	5	-284	-7	1	1	1	0	-0.7
COC(=O)Cn1c2ccccc2c2nc(C)sc21	14	17	0	0	-6	1.2	21	-1.2
CCOc1ccc(Nc2nc3c(c(=O)[nH]2)CCC3)cc1	-9	-3	2	0	-4	1.1	-1	0.1
C(=N\N1CCOCC1)/c1cn(-c2ccccc2)nc1-c1ccccc1	12	6	0	-1	-2	0.98	-10	-2.1
Cc1occc1C(=O)N1CCN(C(=O)C2CCCO2)CC1 (configuration not stated)	-18	9	-3	2	-2	0.9	-13	-1.4
CC#CCOCC1CN(C)C(=O)O1 (configuration not stated)	-2	13	-3	.	.	.	.	-0.8
CC(=O)c1ccc(NC(=O)NC2CCCCCCC2)cc1	10	5	0	2	0	1.2	0	4.5
COc1cc(CC(=O)OCC(=O)NCc2ccc(C)cc2)cc(OC)c1OC	4	14	4	1	-11	1	7	0.0
CCCCCCCCCCCCC(NC(C)=O)(C(=O)OCC)C(=O)OCC	-2	14	2	-5	6	1	-3	0.9
Cc1cc(C)cc(OCc2ccc(C(=O)O)o2)c1	-20	22	2	0	-9	0.97	-4	0.1
Cc1ccc(NS(=O)(=O)c2ccc3c(c2)NC(=O)CO3)cc1C	24	13	0	1	-9	1.1	5	0.7
COc1ccc(/C=C/C(=O)c2ccc3c(c2)OCO3)c(OC)c1	27	-112	-91	0	-3	1.1	84*	4.0
Brc1ccc(-c2nnc(-c3cccnc3)o2)cc1	-3	7	0	-1	-5	0.95	0	3.4
Cc1cccc(NC(=O)c2cc(-c3cc(Cl)ccc3O)n[nH]2)c1	-13	14	-1	36*	2	2*	-5	1.3
O=C(COC(=O)CNC(=O)c1ccccc1)NCCc1ccccc1	-6	8	3	2	-10	0.94	17	1.6
C[C@@H]1CN([C@H](C)CO)C(=O)c2cc(NC(=O)Nc3ccc(C(F)(F)F)cc3)ccc2O[C@H]1CN(C)S(=O)(=O)c1cccs1	9	14	0	17*	-19	1	-16	1.0
O=S(=O)(N/N=C\c1cccn1-c1ccccc1)c1ccc2ccccc2c1	-27	7	0	5	-2	0.99	-8	-0.4
CCOC(=O)c1nc(C)nc(Sc2n[nH]c(-c3cc(Cl)cc(Cl)c3)n2)c1C	-3	17	2	-7	2	1.1	-18	19
CC(=O)c1ccc(N2CCN(S(=O)(=O)c3cn(C)c(C)n3)CC2)cc1	11	-102	1	-1	-3	0.85	5	0.4
Cn1ccnc1COc1ccc(/C=N/O)cc1	-13	7	0	0	1	1	18	-0.1
COc1cc2c(cc1OC)[C@H](C)N(C(=O)COc1ccccc1)CC2	0	8	3	8	-4	0.95	18	0.9

As a working copy, part of the list above:
SMILES	PfG6PD inh	SENP8 inh	SENP1 FRET inh	GRIN3A LBD mod	ATG4B inh	hIAP act	SENP6 block	MPTP block
Cn1ccnc1COc1ccc(/C=N/O)cc1	-13	7	0	0	1	1	18	-0.1
COc1cc2c(cc1OC)[C@H](C)N(C(=O)COc1ccccc1)CC2	0	8	3	8	-4	0.95	18	0.9

Further results follow.
SMILES	PfG6PD inh	SENP8 inh	SENP1 FRET inh	GRIN3A LBD mod	ATG4B inh	hIAP act	SENP6 block	MPTP block
COCCCNC(=O)CSc1nc2cc(C(=O)NCCOC)ccc2c(=O)n1Cc1ccc2c(c1)OCO2	-2	11	0	0	-3	1	11	0.5
COC(=O)[C@@H](NC(=O)c1ccccc1)[C@@H](C)O	5	19	3	-1	-2	0.94	-6	-0.9
Cc1cc(Cl)ccc1NC(=O)CN1C(=O)NC2(CCCC2)C1=O	-2	10	0	2	-10	1	16	0.1
O=C1CC[C@@H](CN(Cc2ccccc2)Cc2cn[nH]c2-c2cc3ccccc3o2)N1	33	1	-1	-2	-3	1.3	15	-0.5
CCc1nonc1NC(=O)c1oc2ccc(C)cc2c1C	-7	7	2	1	3	1.3	-13	0.2
Cc1ccc(NC(=O)CSc2nc(=O)n(CCCN3CCOCC3)c3c2CCCC3)cc1	-1	17	1	2	-6	1	1	-0.9
O=c1c2cc(NC(=S)N3CCC(N4CCCCC4)CC3)ccc2nc2n1CCCCC2	16	-49	3	-1	-9	0.87	-8	-2.7
Cc1c(NC(=O)CN2CCC(C(N)=O)CC2)cccc1[N+](=O)[O-]	6	4	0	-1	-5	1.1	24	-1.5
Cc1cccc(NC(=S)N(CCCN2CCCC2)Cc2cccn2Cc2ccc(Cl)cc2)c1	0	33	1	-1	6	1.1	-21	3.3
O=C(Nc1ccc(Cl)cc1)C1CCN(C(=O)c2cccs2)CC1	-1	12	1	-2	-6	0.97	-23	-1.3
O=C(Cn1cnc2ccccc2c1=O)Nc1ccc(S(=O)(=O)N2CCOCC2)cc1	-8	15	4	0	-5	1.1	1	-0.9
COc1ccc(NC(=S)NCCCN2CCN(C3CCCCC3)CC2)cc1	-16	22	5	5	4	0.93	-3	-0.7
CCCNC(=O)c1ccc2c(=O)c(O)c(-c3ccc(F)cc3)[nH]c2c1	-7	-418	57	-1	1	1.1	-1	3.8
COc1ccc(-c2csc(N3C(=O)CNC3=S)n2)cc1	1	12	2	1	19	.	.	1.1
CCC(=O)Nc1nc(-c2ccc3c(c2)OCCO3)cs1	21	23	3	1	9	0.9	27	-2.0
CCOc1cc(/C=C/C(=O)OCC(=O)NC2CCS(=O)(=O)C2)ccc1OCc1ccccc1 (configuration not stated)	24	-188	0	0	3	0.87	-5	-1.3
COC1CCN(C(=O)c2ccc(OC3CCN(Cc4ccccn4)CC3)cc2)CC1	0	15	-1	-1	5	1	-3	1.5
COc1ccc(N(C(C)C(=O)N/N=C/c2cccnc2)S(C)(=O)=O)cc1 (configuration not stated)	-13	5	0	0	-4	0.96	22	1.3
CC(C)(C)NC(=O)CN(C(=O)c1ccc(Cl)nc1)c1cccc2ccccc12	-16	-4	1	1	5	1.2	-23	0.9
Cc1c(C(=O)c2ccc(Cl)cc2[N+](=O)[O-])c2ccccn2c1CCC#N	12	1	-35	-1	3	0.87	-18	-1.2
COc1ccc(C)cc1NC(=O)COC(=O)c1c(C)noc1C	9	6	0	0	-3	0.82	-14	-2.5
O=C(C1CCC(C(=O)N2CCCCC2)CC1)N1CCCCC1 (configuration not stated)	0	16	4	-1	-3	1.2	3	-1.2
Clc1ccc(Cl)c(OCCN2CCCC2)c1	1	2	-1	0	-3	1	18	0.0
COc1ccc(OC)c(C(=O)c2c(C)oc3cc(Br)c(O)c(CN(C)C)c23)c1	27	38	0	-3	-11	0.89	-18	1.6
N#CC1=C(N)OC2=C(C(=O)CC(c3ccco3)C2)C1c1ccc(OCc2c(F)cccc2Cl)cc1 (configuration not stated)	-14	-11	4	0	87*	0.92	6	-1.5
Cc1occc1C(=O)NNC(=O)COc1ccc(Br)cc1Br	-2	2	2	-2	-4	1.4	-7	0.2
COc1ccc(NC(=O)COC(=O)CCCc2c[nH]c3ccccc23)cc1	13	9	1	21*	-7	1	-1	0.7
CC(C)C(=O)Nc1ccc(C(=O)CSc2nnc(C3CC3)n2C2CC2)cc1	0	4	1	1	-5	0.91	-2	0.6

Ordered by molar mass (ascending): part of the list above.
SMILES	PfG6PD inh	SENP8 inh	SENP1 FRET inh	GRIN3A LBD mod	ATG4B inh	hIAP act	SENP6 block	MPTP block
COC(=O)[C@@H](NC(=O)c1ccccc1)[C@@H](C)O	5	19	3	-1	-2	0.94	-6	-0.9
COC(=O)Cn1c2ccccc2c2nc(C)sc21	14	17	0	0	-6	1.2	21	-1.2
Cc1occc1C(=O)N1CCN(C(=O)C2CCCO2)CC1 (configuration not stated)	-18	9	-3	2	-2	0.9	-13	-1.4
O=C(C1CCC(C(=O)N2CCCCC2)CC1)N1CCCCC1 (configuration not stated)	0	16	4	-1	-3	1.2	3	-1.2
COc1ccc(/C=C/C(=O)c2ccc3c(c2)OCO3)c(OC)c1	27	-112	-91	0	-3	1.1	84*	4.0
Cc1cc(Cl)ccc1NC(=O)CN1C(=O)NC2(CCCC2)C1=O	-2	10	0	2	-10	1	16	0.1
COc1cc2c(cc1OC)[C@H](C)N(C(=O)COc1ccccc1)CC2	0	8	3	8	-4	0.95	18	0.9
CC(=O)c1ccc(N2CCN(S(=O)(=O)c3cn(C)c(C)n3)CC2)cc1	11	-102	1	-1	-3	0.85	5	0.4
COCCN1C(=O)/C(=C/c2cc3c(cc2Br)OCO3)NC1=S	22	-39	-123	-13	1	0.92	-14	-0.6
Cc1onc(-c2c(Cl)cccc2Cl)c1C(=O)N1CCCc2ccccc21	6	9	2	0	-2	0.76	-26	-0.5
O=C1CC[C@@H](CN(Cc2ccccc2)Cc2cn[nH]c2-c2cc3ccccc3o2)N1	33	1	-1	-2	-3	1.3	15	-0.5
Cc1ccc(NC(=O)CSc2nc(=O)n(CCCN3CCOCC3)c3c2CCCC3)cc1	-1	17	1	2	-6	1	1	-0.9

High-throughput results: PubChem, Sanford-Burnham Center for Chemical Genomics
